CHX counter: counter-screen hit for Shiga toxin inhibitors, cycloheximide | cell reporter, cycloheximide protein synthesis inhibition counterscreen | max response, % | hit rate 12% among 300,000 | AID 2314; in the data active = max response mostly above about 13%, no sharp cut-off; inactive = mostly below about 14%; also: read at 38.3 µM for the half of the compounds with a filed dose; 0% is about no effect
AMA1-RON2 inh: disrupts binding of P. falciparum AMA1 to RON2; AlphaScreen AMA1-biotinylated RON2 peptide binding; Potency, µM (titrated, usually from 58.2 µM), for the others: top-dose activity change, negative = inhibition, most hits filed as inhibitors; hit rate 0.2% among 360,000;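 also: potency is read from the fitted curve at half-maximal effect; 0% = vehicle wells and -100% = peptide control; nearly all actives have a fitted effect of over 45% in size; some results filed as inactive show a strong effect at the top dose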
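AMA1 (3D7) with his tag at 25 nM final met compounds first, then biotinylated RON2 peptide at 25 nM; detection used donor plus acceptor beads, 10 µg/mL apiece, read by AlphaScreen after 30 min at room temperature.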
Tb PYK inh: T. brucei pyruvate kinase inhibition | TbPYK enzyme, Kinase-Glo Plus ATP luminescence, 45 min | Potency, µM (titrated, usually from 76.8 µM), for the others: at the highest dose activity, negative = inhibition, most hits filed as inhibitors | hit rate 0.12% among 410,000; also: potency is read from the fitted curve at half-maximal effect; % is scaled to controls: 0 for no effect and ±100 for the full control effect; nearly all actives have a fitted effect of over 50% in size
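Activity of T. brucei pyruvate kinase was followed by Kinase-Glo Plus luminescence after the enzyme reacted 45 min at room temperature with 130 uM ADP (final) and substrate. Test compounds were added before ADP at multiple concentrations.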
LmPK inh: inhibitors of Leishmania mexicana pyruvate kinase. hit rate 0.37% among 290,000. Q27686. purified LmPK, Kinase-Glo ATP luminescence, 1 h. Potency, µM (highest dose often 57.5 µM), without a hit: at the top dose activity change, negative = inhibition, most hits filed as inhibitors; also: potency is read from the fitted curve at half-maximal effect; % is scaled to controls: 0 for no effect and ±100 for the full control effect
Target sequence (Q27686 whole entry, looked up): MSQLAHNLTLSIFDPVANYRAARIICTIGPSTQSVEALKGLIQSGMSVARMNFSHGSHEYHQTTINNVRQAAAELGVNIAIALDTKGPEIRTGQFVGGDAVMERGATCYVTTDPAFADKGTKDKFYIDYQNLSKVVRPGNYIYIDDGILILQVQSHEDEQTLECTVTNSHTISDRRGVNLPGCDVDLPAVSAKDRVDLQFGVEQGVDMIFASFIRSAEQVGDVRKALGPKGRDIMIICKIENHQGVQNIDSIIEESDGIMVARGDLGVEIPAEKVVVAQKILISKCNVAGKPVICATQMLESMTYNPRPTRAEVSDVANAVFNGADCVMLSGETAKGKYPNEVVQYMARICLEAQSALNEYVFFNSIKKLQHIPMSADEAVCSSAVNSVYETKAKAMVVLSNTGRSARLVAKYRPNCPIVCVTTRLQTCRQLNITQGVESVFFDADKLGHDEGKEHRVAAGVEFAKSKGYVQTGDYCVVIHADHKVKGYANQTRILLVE
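Purified LmPK (0.1 nM) converted ADP (0.1 mM) to ATP with PEP (0.5 mM) in imidazole buffer pH 7.2 with KCl and MgCl2, 1 h at room temperature. ATP was read by Kinase-Glo luminescence; data normalized to uninhibited and no-enzyme controls.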
Shiga inhibitor: inhibitors of Shiga toxin in Vero cells | Vero cells, Shiga toxin protein synthesis inhibition reporter | inhibition, % at 38.7 µM | hit rate 9.2% among 290,000; in the data active = inhibition mostly above about 28%, no sharp cut-off; inactive = mostly below about 43%; also: 0% is about no effect
Pf growth 96h: P. falciparum growth inhibition at 96 hour, primary screen for plastid delayed-death inhibitors; P. falciparum luciferase reporter growth, 96 h; Potency, µM (top dose mostly 28.7 µM), inactives show at the highest dose activity change, negative = inhibition, actives largely listed as inhibitors; hit rate 6.9% among 320,000; also: potency is read from the fitted curve at half-maximal effect; % is scaled to controls: 0 for no effect and ±100 for the full control effect
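Delayed-death screen, second-generation endpoint: infected erythrocytes, 2% hematocrit, 0.05% parasitemia final; 96 hours at 37 C, 5% CO2; luciferase detection reagent; luminescence decrease equals reduced growth.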
Pf growth 48h: P. falciparum growth inhibition at 48 hours (one generation); hit rate 5.9% among 310,000; Potency, µM (doses to about 28.7 µM), for inactives: at the highest dose activity change, negative = inhibition, most hits filed as inhibitors; P. falciparum luciferase growth in erythrocytes, 48 h; also: potency is read from the fitted curve at half-maximal effect; % is scaled to controls: 0 for no effect and ±100 for the full control effect
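Firefly luciferase activity from engineered P. falciparum reports growth; inhibitors lower the luminescent signal. Cultures contained 2% hematocrit erythrocytes at 0.1% final parasitemia.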
Numbers without * were called inactive; ? = inconclusive; / = not tested or not shown; & = joins results of further samples; [ ] = dose if it differs, or a comment. Unless noted, calls follow the shape of the dose curve; as a rule, active = well fitted curve in the direction sought with a large enough effect; inconclusive = small, poorly fitted or top-dose-only effect, or another doubt; inactive = no such curve, though single readings can be large; an effect the other way counts as inactive or inconclusive.

Order of values – CHX counter	AMA1-RON2 inh	Tb PYK inh	LmPK inh	Shiga inhibitor	Pf growth 96h	Pf growth 48h
O=[N+]([O-])c1cc(CN2CCCC2)ccc1Sc1ccc(Cl)cc1
  -0.8	?	0.4%	2.7%	-12.1	-19.6%	?
CS(=O)(=O)N1CCN(C(=O)c2cc(-c3cccnc3)nc3ccc(Cl)cc23)CC1
  5.7	-5.9%	-8.4%	-4.4%	-26.0	7.2%	-13.4%
O=C(CSc1ncnc2sccc12)N1CCN(C(=O)c2cccs2)CC1
  /	-4.0%	-4.3%	/	/	?	?
O=C1CN(C(=O)N[C@@H](Cc2ccccc2)C(=O)N[C@@H](Cc2ccccc2)C(=O)O)c2ccccc2N1
  1.3	20.9%	-1.7%	-7.8%	-2.1	?	?
Cn1c(=O)n(C)c(=O)n(CC(=O)N2CCCCC2)c1=O
  1.9	-2.8%	-9.1%	-2.1%	-7.3	-19.1%	-3.4%
O=C(CN1CCN(S(=O)(=O)c2cccc(Cl)c2)CC1)NCC1(N2CCOCC2)CCCCC1
  /	8.1%	-8.6%	/	/	?	10.4µM*
O=C(Nc1ccccc1C(F)(F)F)c1ccc2nccnc2c1
  -2.0	-2.5%	-11.4%	-2.5%	-8.1	0.0%	2.4%
COCCCn1c2nc3ccccc3nc2c2c(=O)n(Cc3ccc(Cl)cc3)c(C)nc21
  1.9	/	/	2.7%	-9.5	17.8%	-3.9%
Cc1c(Cl)ccc(S(=O)(=O)NCCN2CCOCC2)c1Cl
  0.0	-0.4%	1.8%	-2.2%	10.7	-3.4%	0.131µM*
COc1cc(-c2n[nH]c(=S)n2-c2cc(C(F)(F)F)ccc2Cl)cc(OC)c1OC
  -2.4	31.3%[activator]	?	?	-12.7	?	-13.4%
O=C(CN1CCCCCC1)Nc1ccccc1Cl
  6.6	24.8%	-2.3%	6.8%	/	?	0.8%
Cc1cccc(NC(=O)CN2CCN(C(=O)c3c(C)nn(Cc4ccccc4)c3C)CC2)c1C
  /	7.9%	1.4%	/	/	-17.8%	1.5%
COC(=O)C1=C(C)N(Cc2ccccc2)C(=NCC(C)C)N[C@H]1c1ccccc1
  -2.9&-1.1	-4.2%	0.9%	-5.6%&25.9%	-4.4&-7.6	8.28µM*	?
O=C(NCc1ccccc1)/C(=C\c1ccc([N+](=O)[O-])cc1)NC(=O)c1ccco1
  -0.6	-13.4%	-6.6%	1.7%	6.8	53.1%[activator]	7.1%
O=S(=O)(c1ccc(N2CCOCC2)cc1)N1CCOCC1
  1.9	-14.8%	-1.3%	-1.3%	-12.8	/	-3.2%
COc1cccc2cc(C(=O)N3CCN(C45CC6CC(CC(C6)C4)C5)CC3)c(=O)oc12
  -3.5	-6.8%	4.9%	0.9%	8.7	1.6%	0.0%
c1ccc(-c2nnc3sc(-c4csc5c4CCCC5)nn23)cc1
  13.0*	0.8%	-19.8%	-0.4%	-34.8	22.6%	10.4µM*
N#CC(C#N)=C1CCc2ccccc2N1
  2.9	-14.2%	4.1%	-1.7%	-11.2	58.0%[activator]	37.6%[activator]
O=C(CN1CCCCC1)NCC(=O)Nc1ccc(Br)cc1C(=O)c1ccccc1
  -2.8	6.2%	-0.1%	-0.4%	-15.1	122.0%[activator]	-3.1%
OC1CCN(c2ncnc3c2nnn3Cc2c(F)cccc2Cl)CC1
  6.6	2.2%	0.6%	-4.6%	-15.2	1.8%	?
O=C(COC(=O)Cc1ccc(-c2ccccc2)cc1)NCc1ccc(F)cc1
  14.6*	11.3%	2.8%	1.4%	11.0	-16.1%	15.9%
Clc1cccc(-c2nnc(SC/C=C/c3ccccc3)n2Cc2ccco2)c1
  2.1	-2.4%	-21.9%	2.6%	3.9	?	/
CCc1nn(CC(=O)O)c(=O)c2ccccc12
  -6.0	0.5%	-18.7%	1.1%	-6.4	14.8%	7.1%
N=c1oc2ccc(Cl)cc2cc1C(=O)NC1CCCCCC1
  1.1	-13.0%	-7.8%	2.5%	-8.1	0.0%	2.4%
O=C1CC(c2ccccc2)CC(O)=C1C=NCCCO (centres undefined)
  -2.3	-2.2%	-6.3%	3.3%	22.3	-15.3%	7.1%
CCCc1cc(=O)oc2cc(OCC(=O)NCC(O)c3ccccc3)ccc12 (centres undefined)
  10.3	-0.8%	4.9%	-6.4%	2.9	1.4%	19.0%
Cc1ccc(CNS(=O)(=O)c2ccc(Br)s2)cc1
  12.7	-6.9%	10.7%	-6.0%	-2.7	-8.2%	8.6%
CCOc1ccc(S(=O)(=O)N2CCC(C(=O)NCc3ccco3)CC2)cc1C
  -3.8	-6.1%	-1.6%	0.3%	-1.9	1.85µM*	?
COc1ccc(-c2cc3nc(-c4ccccc4)cc(N4CCC(O)CC4)n3n2)cc1
  2.9	26.6%	-19.6%	-0.4%	12.1	-15.4%	10.4µM*
COc1ccccc1C(=O)NC(=O)Nc1nc(-c2ccccc2)cc(C(F)(F)F)n1
  -1.4	-5.6%	-11.9%	4.2%	1.7	3.7µM*	3.7µM*
CC(=O)c1ccc(N(CC(=O)NC2CCCCC2)C(=O)CNC(=O)c2cccs2)cc1
  13.9	-2.0%	-3.5%	0.6%	-6.8	-5.2%	-9.5%
Cc1ccc(S(=O)(=O)NCC(=O)OCC(=O)N(C)C2CCCCC2)cc1
  /	4.6%	0.1%	/	/	1.5%	-8.2%
Cc1cccc(NC(=O)CC2C(=O)NC3CCCCC3N2C(=O)c2ccccc2Cl)c1 (centres undefined)
  6.5	-3.8%	0.1%	-3.4%	9.1	-18.8%	-20.8%
O=C(NCCNC(=O)c1cccs1)c1ccco1
  -3.6	18.8%	-4.3%	4.9%	32.3	28.4%	/
CCCn1c(=O)c2ccccc2n2c(SCC(=O)c3ccccc3)nnc12
  7.7	8.2%	-15.7%	2.8%	-7.3	?	?
COCCN(C(=O)C1CCCO1)c1c(N)n(CC(C)C)c(=O)[nH]c1=O (centres undefined)
  /	-6.8%	2.9%	/	/	-22.8%	-18.4%
COc1cc(C2Nc3ccc4ncccc4c3C3=C2C(=O)CCC3)ccc1O (centres undefined)
  20.6*	-15.7%	-6.0%	-1.9%	20.1	?	?
CN(C(=O)COC(=O)c1ccccc1SCC(=O)NC1CCCCCCC1)C1CCS(=O)(=O)C1 (centres undefined)
  -5.0	-10.9%[2.32 µM]	0.1%	-2.0%	21.2	-13.9%	3.6%
Cc1cc(=O)oc2c1c(C(F)(F)F)nn2-c1ccccc1
  0.8	1.6%	2.1%	-4.1%	-6.9	19.0%	32.7%[activator]
CC(=O)N1CCCc2cc(S(=O)(=O)NC(C(=O)NC(C)c3ccccc3)C(C)C)ccc21 (centres undefined)
  -0.9	-4.7%	/	31.5%	-13.4	?	?

Whole records, quoted from the list. Order of screens: CHX counter, AMA1-RON2 inh, Tb PYK inh, LmPK inh, Shiga inhibitor, Pf growth 96h, Pf growth 48h
Shown for O=C(COC(=O)Cc1ccc(-c2ccccc2)cc1)NCc1ccc(F)cc1 = 14.6*, 11.3%, 2.8%, 1.4%, 11.0, -16.1%, 15.9%
Shown for O=C1CN(C(=O)N[C@@H](Cc2ccccc2)C(=O)N[C@@H](Cc2ccccc2)C(=O)O)c2ccccc2N1 = 1.3, 20.9%, -1.7%, -7.8%, -2.1, ?, ?

Additional results follow.
Order of values – CHX counter	AMA1-RON2 inh	Tb PYK inh	LmPK inh	Shiga inhibitor	Pf growth 96h	Pf growth 48h
COc1ccccc1NC(=O)CSc1nc2n[nH]c(C)c2c(=N)n1-c1ccccc1Cl
  1.1	2.0%	4.7%	12.3%	12.2	5.5%	5.86µM*
CCCN1CNc2c(c(=O)[nH]c(=S)n2-c2ccc(Cl)cc2)C1
  -4.1	-1.5%	0.8%	15.3%	-4.1	-16.8%	-0.7%
CC(C)NC(=O)CN1C(=O)c2cccc3cccc1c23
  -1.4	-2.8%	-0.4%	9.6%	4.8	22.6%	?
CC1=NN(C(=O)c2ccccc2Br)C(O)(c2ccc(Cl)cc2)C1 (centres undefined)
  0.7	111.0%[activator]	-1.5%	-0.4%	-6.2	?	-1.0%
CCC(C)N1C(=O)C2C(C(=O)Nc3cccc(OC)c3)C3C=CC2(O3)C1C(=O)NC1CCCCC1C (centres undefined)
  -2.2	9.0%	6.6%	-3.2%	-19.9	?	-0.3%
CC(C)CN(C(=O)COC(=O)c1ccccc1SCC(=O)NC1CCCCCC1)C1CCS(=O)(=O)C1 (centres undefined)
  -2.0	2.9%	-1.2%	6.1%	-3.9	?	?
c1ccc2[nH]c(Cn3nnc4ccccc43)nc2c1
  /	7.6%	0.6%	/	/	73.4%[activator]	24.3%
O=C(O)c1ccc(NC(=S)NC(=O)c2cccnc2)cc1
  3.5	2.3%	-20.6%	0.8%	29.4	?	271.5%[activator]
Nc1nc(-c2cccs2)c(NC(=O)c2ccccc2)s1
  4.5	11.0%	-5.7%	-0.3%	21.9	/	?
COc1ccc(C(CNC(=O)Cc2cccs2)N(C)C)cc1 (centres undefined)
  11.1*	-4.2%	0.7%	-4.1%	19.0	33.4%[activator]	15.7%
NNC(=O)Cn1c(-c2ccccc2)cc(=O)n2ncnc12
  1.1	-1.1%	-1.4%	-0.7%	-23.6	3.0%	-11.9%
CC1(C)[C@H]2CC[C@]1(C)[C@@H](OC(=O)C[N+]1(C)CCOCC1)C2
  -2.9	-15.0%	-7.2%	2.0%	-3.5	-17.1%	0.0%
O=C(Oc1ccc(-c2nc(-c3ccccn3)no2)cc1)c1ccccc1
  31.0*	7.0%	-28.8%	?	33.0*	/	74.2%[activator]
COc1ccccc1N1CCN(C(=O)Cc2ccc(Cl)cc2)CC1
  17.0*	-10.4%	-4.3%	1.2%	30.5	0.0%	0.0%
O=C(CSc1nc2ccccc2c(=O)n1CCCN1CCOCC1)N1CCN(c2ccccc2)CC1
  -1.3	-8.3%	-1.4%	8.2%	-24.8	2.0%	-5.4%
CNC(=O)c1sccc1SCc1ccc(Cl)cc1Cl
  -1.7	1.5%	-16.8%	0.3%	3.1	?	/
O=C(/C=C/c1ccco1)NC(=S)Nc1ccc(O)c(-c2nc3ccccc3s2)c1
  -0.7	14.2%	0.6%	3.3%	-3.3	-94.8%	?
Cc1ccc2oc3c(c(=O)c2c1)C(c1cccc(Br)c1)N(Cc1ccco1)C3=O (centres undefined)
  -3.9	4.9%	0.1%	8.0%	-10.6	13.1µM*	-24.8%
CC(=O)NCc1ccc(-c2nc3ccccc3s2)cc1
  39.0*	-5.1%	-7.1%	-28.5%	57.8*	-1.3%	58.5%[activator]
Cc1occc1C(=O)NCc1ccc(C(=O)O)o1
  8.4	12.7%	3.2%	1.7%	-10.7	4.6%	/
O=C(CCc1ccccc1)NNC(=O)COc1ccccc1
  -2.1	52.9%[activator]	-4.7%	-1.8%	9.7	28.1%	20.7%
CCCOc1cccc(-c2cc(C(=O)N/N=C/c3cccnc3)c3ccccc3n2)c1
  29.9*	-8.7%	0.2%	-3.1%	76.2*	?	?
O=C1CC(C(=O)Nc2cccc(F)c2)n2ncnc2N1 (centres undefined)
  6.4	17.8%	-2.3%	0.8%[11.5 µM]	-8.7	64.3%[activator]	6.3%
CNC(C)C(=O)NC(C(=O)N1CCCC1C(=O)NC1CCCc2ccccc21)C(C)C (centres undefined)
  /	-1.0%	0.9%	/	/	34.7%[activator]	1.7%
